S1P4 ag = S1P4 receptor agonists, primary screen, cell-based; Sphingosine 1-phosphate receptor 4 (Homo sapiens), O95977; S1P4-expressing cell line, agonist reporter assay; activation, % at 4.98 µM; 0.35% of 220,000 active; in the data active = activation above about 11%;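 note: 0% = DMSO vehicle and 100% = reference agonist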
EP2 mod = EP2 receptor modulators, cAMP readout, primary screen, cell-based, HTRF cAMP, PGE2 stimulation; 0.83% of 260,000 active; Prostaglandin E2 receptor EP2 subtype (Homo sapiens), P43116; EP2-expressing cells, cAMP HTRF FRET, PGE2 co-stimulation; induction, % at 25 µM;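 active = compounds whose cAMP rise, as percent of the full-agonist control response, exceeds 60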;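 note: rat C6 glioma line stably carrying human EP2 under a CMV promoter; the protocol text gives 20 µM as final concentration; 100% = response of wells given 1 µM PGE2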
Target sequence (P43116 whole entry, looked up): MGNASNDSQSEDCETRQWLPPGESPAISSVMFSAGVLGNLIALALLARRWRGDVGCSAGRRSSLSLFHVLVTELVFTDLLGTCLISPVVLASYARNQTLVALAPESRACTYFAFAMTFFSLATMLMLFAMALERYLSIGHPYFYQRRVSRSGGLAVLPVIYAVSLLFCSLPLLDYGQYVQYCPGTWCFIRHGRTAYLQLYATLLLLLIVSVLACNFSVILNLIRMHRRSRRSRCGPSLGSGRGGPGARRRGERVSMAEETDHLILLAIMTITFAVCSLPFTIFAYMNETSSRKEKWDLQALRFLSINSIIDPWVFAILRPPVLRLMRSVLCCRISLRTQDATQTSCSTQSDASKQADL
Ba/F3 V617F tox = reduced viability of JAK2V617F-dependent Ba/F3 cells, primary screen, JAK2V617F inhibitor project, cell-based, Ba/F3 EpoR-JAK2V617F, luminescence. inhibition, % at 5.6 µM. 1.1% of 220,000 active. ATP luminescence;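 active = inhibition above the campaign mean plus 3 SD over all tested compounds, cut at about 24% in these data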;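 note: cytokine-independent growth of Ba/F3 cells driven by EpoR plus mutant JAK2; 0% = DMSO-treated cells and 100% = JAK inhibitor I control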
PERK inhibitor = block of dimerizer-induced PERK translation repression, primary screen, PERK inhibitor project, CHO PERK-DD cells, SEAP luminescence, HTS. CHO PERK-DD fusion, SEAP luminescence translation reporter. AID 1416, 2008. inhibition, % at 5.6 µM. 0.17% of 220,000 active. Eukaryotic translation initiation factor 2-alpha kinase 3 (Homo sapiens), Q9NZJ5;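 active = inhibition above the mean inhibition of all tested compounds plus 3 SD, set separately per screening campaign, cut at about 2.9% in these data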;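 note: PERK kinase domain activated by AP20187 dimerizer at 100 nM; 0% = DMSO with dimerizer and 100% = rapamycin at 8.4 µM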
S1P4 antag = S1P4 receptor antagonists, primary screen, cell-based; Sphingosine 1-phosphate receptor 4 (Homo sapiens), O95977; S1P4-expressing cells, antagonist mode, reporter read-out; inhibition, % at 4.98 µM; 0.26% of 220,000 active; in the data active = inhibition above about 29%;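 note: 0% = wells stimulated with agonist and 100% = vehicle wells without agonist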
BaF3 tox = parental Ba/F3 cell viability inhibition, counter-screen for JAK2V617F inhibitor project, murine pro-B, CellTiter-Glo luminescence; AID 1486, 2009; 1.1% of 220,000 active; CellTiter-Glo ATP luminescence; inhibition, % at 5.6 µM;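 active = inhibition above a per-campaign cutoff, the mean inhibition of all tested compounds plus 3 SD, cut at about 27% in these data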;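 note: 0% = DMSO wells and 100% = JAK Inhibitor I control wells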
TRPML3 ag = human TRPML3 channel agonists, primary screen, cell-based, HEK293 TRPML3-YFP, Fluo-8 calcium fluorescence, 3 µM; Mucolipin-3 (Homo sapiens), Q8TDD5; 100% = the carbachol control signal; activation, % at 3 µM; 0.29% of 220,000 active; AID 1448, 2008;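 active = activation above its plate's cutoff, the mean activation of the plate's test wells plus 3 SD, cut at about 12% in these data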;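 note: 0% = DMSO only wells and 100% = carbachol wells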
Target sequence (Q8TDD5 whole entry, looked up): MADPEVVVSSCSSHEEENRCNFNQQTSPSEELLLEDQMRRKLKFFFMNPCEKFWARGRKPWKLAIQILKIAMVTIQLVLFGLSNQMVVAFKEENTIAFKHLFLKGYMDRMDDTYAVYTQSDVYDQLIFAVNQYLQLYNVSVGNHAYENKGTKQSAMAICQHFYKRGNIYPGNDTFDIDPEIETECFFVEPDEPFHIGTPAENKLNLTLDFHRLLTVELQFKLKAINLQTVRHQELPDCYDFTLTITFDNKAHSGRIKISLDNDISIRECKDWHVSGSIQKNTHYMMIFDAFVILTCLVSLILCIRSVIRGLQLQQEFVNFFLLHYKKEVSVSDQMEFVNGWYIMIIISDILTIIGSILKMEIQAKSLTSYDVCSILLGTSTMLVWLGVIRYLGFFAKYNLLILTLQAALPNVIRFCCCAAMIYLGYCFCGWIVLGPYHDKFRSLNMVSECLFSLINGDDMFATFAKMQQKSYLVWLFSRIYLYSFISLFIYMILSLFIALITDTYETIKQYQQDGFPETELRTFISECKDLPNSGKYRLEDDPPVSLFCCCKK
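Material: HEK293 cells stably carrying human TRPML3-YFP; compound dosing: single dose, 3 µM final nominal compound, 0.3% DMSO final; incubation: 1-h 37 °C dye load, 5-s basal, 120-s post-compound reads; technique: Fluo-8 intracellular calcium fluorescence, excitation 470-495 nm, emission 515-575 nm; read-out basis: percent activation from peak-to-basal fluorescence ratio, scaled between DMSO and carbachol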
Calpain2 inh = inhibitors of pig calpain II, primary screen, biochemical, fluorogenic peptide substrate, 1536-well. purified calpain II, 30 min. inhibition, % at 16 µM. 0.37% of 220,000 active. AID 1236, 2008;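 active = inhibition above about 50%, limit read from the data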
zfTRPN1 agonist = zebrafish TRPN1 channel agonists, primary screen, cell-based, HEK293, calcium fluorescence | transient receptor potential cation channel N1 (TRPN1/NompC), Danio rerio | activation, % at 3 µM | HEK293 zebrafish TRPN1-YFP, Fluo-8 calcium fluorescence; 100% = response to 87 µM carbachol | 0.18% of 220,000 active;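 active = activation above its plate's cutoff, the mean activation of test wells on that plate plus 3 SD, cut at about 19% in these data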;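 note: 0% = DMSO alone and 100% = 87 µM carbachol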
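System: zebrafish TRPN1-YFP in HEK293 cells / Dosing: 3 µM single point / Timing: dye loading 1 h at 37 °C, then 30 min room temperature / Signal: Fluo-8 calcium fluorescence, excitation 470-495 nm, emission 515-575 nm / Read-out basis: percent activation from peak over basal fluorescence ratio, control-normalized / Control set: high carbachol 87 µM, low DMSO alone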
Numbers without * were called inactive; i = inactive; . = not tested or not shown; & = joins results of further samples.

SMILES	S1P4 ag	EP2 mod	Ba/F3 V617F tox	PERK inhibitor	S1P4 antag	BaF3 tox	TRPML3 ag	Calpain2 inh	zfTRPN1 agonist
Cc1ccccc1NC(=S)N/N=C/C(C)c1ccccc1 (centres undefined)	2.4	23	-2	0.6	-8	7	0.5	-3	-0.3
CCc1nc2scc(-c3ccccc3)c2c(=O)n1N	0.5	-28	-3	-0.1	-5	1	-0.3	-17	-0.3
CCN(CC)C(=O)CSc1nnc([C@H](CCSC)NC(=O)OC(C)(C)C)o1	-0.1	3	2	0.2	13	6	-0.1	-23	-0.1
Cc1nc(/N=C(\N)NC(=O)NC2CCCCC2)nc2ccccc12	0.2	-12	3	-2.6	17	4	1.6	-4	2.1
CCOc1ccc(Br)cc1CNCCN1CCOCC1	-0.2	39	1	-1.2	-5	9	-0.1	-17	-1.4
CCOc1ccccc1C1C(C(=O)OC)=CN(C)C=C1C(=O)OC	10	27	-7	-0.9	-29	5	-1.4	i	0.1
CCOC(=O)C1CCN(CC(O)COc2ccc(C(=O)CC)cc2)CC1 (centres undefined)	-1.6	16	1	-0.8	10	1	-0.1	-4	-0.4
CCCCOCCCNC(=O)COc1ccccc1	-2.0	-14	3	-0.3	-2	2	0.2	-12	0.7
CS(=O)(=O)N1CCN(c2ccc(C(=O)NC34CC5CC(CC(C5)C3)C4)cc2[N+](=O)[O-])CC1	2.0	29	1	0.0	-11	3	0.4	17	0.0
CCc1ccccc1NC(=O)CN(C)S(=O)(=O)c1ccc2c(c1)c(=O)n(C)c(=O)n2C	1.5	8	-5	0.7	-6	2	0.5	-17	0.7
COC(=O)c1ccc(OCC(O)CN(CC(C)C)CC(C)C)cc1 (centres undefined)	-1.4	59	-2	1.6	9	1	0.8	17	0.8
CC(/C=C/C=C/c1ccccc1)=N/NC(=O)CNc1ccc(C)cc1	-1.7	-32	1	0.2	9	5	0.5	-23	0.8
CCC(=O)Nc1nc2ccccc2n1CCN(CC)CC	-0.6	22	8	0.2	-2	8	-0.5	13	-0.8
Cc1ccc(Cl)cc1NC(=O)C[n+]1ccc(Cc2ccc([N+](=O)[O-])cc2)cc1	0.0	-28	0	-0.2	-3	7	0.1	-16	1.3
CCn1c(C)nc2cc(C(=O)NNC(=O)CCC3CCCCC3)ccc21	1.4	36	-3	0.4	-2	-1	0.9	5	2.6
COC(=O)CCSc1cc([N+](=O)[O-])cc2c1c(C1OCCS1)nn2-c1ccccc1 (centres undefined)	0.8	8	1	-0.9	-22	7	-0.1	2	0.9
O=C(Cn1c(NCCCO)nc2ccccc21)c1cccs1	-0.9	.	0	1.8	-8	9	0.1	.	1.5
COC(=O)c1ccc(OCC(=O)Nc2ccsc2C(=O)OC)cc1	0.9	-7	-2	1.8	-15	7	1.4	29	1.2
Cc1cc(OCCN2CCCC2)ccc1[N+](=O)[O-]	1.3	4	2	-1.3	-20	3	0.4	14	0.6
O=C1CC2(CCCC2)C(=O)N1c1ccc(S(=O)(=O)NCC2CC2)cc1Cl	-2.2	1	-4	-0.9	1	1	-1.3	-4	-0.5
CC(C)NC(=O)C1CC=CCC1C(=O)O (centres undefined)	0.2	11	-4	1.1	-7	2	0.5	0	2.7
COC(=O)c1ccc(=O)c2nc3/c(=C/O)c(O)cc(=O)c3[nH]c12	0.7	21	-2	-0.2	10	6	-0.5	-58	-0.4
CCN1CCN(c2nc(-c3ccccc3)nc3ccccc23)CC1	-0.5	-14	-1	-1.1	-19	7	1.4	-8	-0.8
Cc1cc(C)nc(SCc2nnc(SCC(=O)Nc3nccs3)n2C)n1	1.8	30	-4	0.9	9	0	0.3	1	1.0
CC(C)SCC(=O)Nc1ncc2c(n1)-c1ccccc1CC2	0.9	-27	3	0.6	1	5	-0.7	-152	-1.5

The list continues:
SMILES	S1P4 ag	EP2 mod	Ba/F3 V617F tox	PERK inhibitor	S1P4 antag	BaF3 tox	TRPML3 ag	Calpain2 inh	zfTRPN1 agonist
CC1(C)Cc2c(sc3nc4n(c(=N)c23)CCC4)CO1	1.4	-3	2	0.5	-2	2	0.6	5	1.4
CCOC(=O)Cn1cc(C(=O)C2CC2)c2ccccc21	0.6	-7&-43	1	0.1	-6	2	0.1	21	1.6
CCc1ccc(NC(=O)c2noc(C(C)C)c2[N+](=O)[O-])cc1	-0.4	-37	1	2.1	-9	6	-0.5	46	-1.5
COC(=O)Nc1ccc([N+](=O)[O-])cc1OC	0.2	12	-1	0.9	10	2	0.4	-5	0.7
CCc1ccccc1NC(=O)CSc1ncn[nH]1	1.3	22	-1	1.4	1	6	0.8	-8	-0.2
CSc1ccc(-c2nc(CSCC(=O)N3CCOCC3)c(C)o2)cc1	-3.4	20	-2	-0.7	-8	2	4.7	-17	7.8
CC1(C)CC(=O)C2=C(C1)NC1=C(C(=O)c3ccccc31)C2c1ccccc1 (centres undefined)	0.8	-33	2	-0.9	-19	8	-1.9	-13	-3.8
CCN(CC)S(=O)(=O)c1cc(C(=O)Oc2cccc(-c3cnc4ccccc4n3)c2)ccc1OC	-1.8	-2	3	0.8	-19	10	0.8	9	0.7
CN(C)/C=N/NC(=O)c1ccc(Cl)cc1	0.5	8	2	1.7	-28	5	46*	-14	34*
O=S1(=O)NC(=NC2CCCCCC2)c2ccccc21	1.3	-10	-2	0.5	-11	6	-0.1	2	0.0
COc1ccc(-c2[nH]ncc2/C=C(/C#N)C(=O)NC2CCCCC2)cc1	0.4	-4	1	-1.6	-13	3	-1.3	-20	-1.3
O=C(CSc1nnc(-c2ccncc2)n1Cc1ccccc1)NC1CCCc2ccccc21 (centres undefined)	-2.1	-18	1	-0.7	-8	5	0.5	-1	-1.5
C=CCc1ccccc1OCCNCc1ccccc1	2.7	45	-1	0.0	-17	2	0.0	7	-0.2
COc1ccccc1C(=O)Nc1ccc(S(=O)(=O)N2CCCCC2c2cccnc2)cc1 (centres undefined)	-1.2	-28	4	0.6	-7	-2	1.6	10	2.8
COc1ccc(C(=O)CSc2nnc(-c3cc4ccccc4cc3O)n2Cc2ccco2)cc1	-1.6	19	-3	-1.1	-1	2	0.1	-140	-0.2
O=C(CSc1nnnn1C1CCCCC1)Nc1nc2c(s1)CCCC2	0.2	12	-3	-0.2	1	-2	-0.7	22	-1.2
CC(=O)c1ccc(NC(=O)C2C3C=CC(C3=C(c3ccccc3)c3ccccc3)C2C(=O)O)cc1 (centres undefined)	1.3	8	-2	0.7	-24	3	1.0	-75	-0.6
CCN(CC)CCn1c(=N)n(CC(O)COc2ccccc2)c2ccccc21 (centres undefined)	-0.9	-29	2	0.4	14	1	0.2	13	-4.2
O=C(/C=C/c1ccccc1[N+](=O)[O-])NCCCn1ccnc1	3.3	15	0	1.1	-3	5	0.7	5	-1.0
O=C1c2cccc(OCC(=O)N3CCCc4ccccc43)c2CCN1Cc1ccccc1	1.2	-7	-3	-0.5	-22	6	1.3	6	6.5
CCOC(=O)c1sc(NC(=O)CCN2CCCCCC2)c(C(=O)OCC)c1C	0.2	0	1	-0.3	-15	2	0.2	16	2.6
O=C(c1ccco1)N1CCC(N2CCN(c3ccccc3)CC2)CC1	-1.5	19	-5	0.1	9	-1	0.7	-8	0.6
O=C(COC(=O)c1ccccc1C(=O)c1ccc(Cl)cc1)NCCc1ccccc1	2.3	-13	-4	0.1	-24	2	-0.3	9	-2.6
COc1ccc(NC(=O)C23CCC(C)(C(=O)O2)C3(C)C)cc1 (centres undefined)	-1.8	5	-1	1.2	8	6	-0.3	2	-1.3
CCOC(=O)N1CCN(c2c(NCCOC)c(=O)c2=O)CC1	-1.2	-3	-1	1.2	-13	8	-0.5	-10	-0.4

(listing goes on)
SMILES	S1P4 ag	EP2 mod	Ba/F3 V617F tox	PERK inhibitor	S1P4 antag	BaF3 tox	TRPML3 ag	Calpain2 inh	zfTRPN1 agonist
COc1cc(C(c2c(C)[nH][nH]c2=O)c2c(C)[nH][nH]c2=O)ccc1OCc1ccc([N+](=O)[O-])cc1	-0.7	20	3	-0.5	1	6	1.4	-3	1.1
COc1cccc(NC(=O)C(NCCC(C)C)c2ccccc2)c1 (centres undefined)	-2.6	-27	1	-0.1	5	3	-0.5	0	-1.4
CC(=O)Nc1ccc(NC(=O)C(C)OC(=O)CCc2nc3ccccc3s2)cc1 (centres undefined)	-0.7	-29	5	-0.8	-20	6	1.0	8	2.3
O=S(=O)(Nc1nc2ccccc2s1)c1ccc(Cl)nc1	0.1	-5	0	0.7	-3	0	-0.5	16	-0.9
Cc1ccc(CNC(=O)C(=O)NCC2OCCN2C(=O)c2ccc3c(c2)OCO3)cc1 (centres undefined)	1.3	-31	5	0.6	-4	8	0.7	10	-1.3
Cc1ccc(C)n1-c1ccc(C(=O)Nc2ccccc2F)cc1	1.2	-24	3	-0.6	-24	6	0.6	12	1.2
COc1ccc(C2CC(=O)C(C=NCCN3CCN(C(=S)Nc4ccccc4)CC3)=C(O)C2)cc1OC (centres undefined)	-1.1	-8	0	0.8	1	5	-1.1	-21	-0.5
CCOC(=O)N1CCN(C(=O)c2cccn3c(=O)c4sccc4nc23)CC1	2.4	5	-2	0.5	12	-1	0.6	-489	1.3
CC1(c2ccc(Cl)cc2)NC(=O)CS1 (centres undefined)	-0.1	10	3	0.6	9	3	-0.6	15	0.2
CCOc1ccc(N2C(=O)CC(/C=C3/N(C)c4ccccc4C3(C)C)C2=O)cc1 (centres undefined)	-0.1	38	-4	-0.1	-10	-1	-0.4	15	-0.6
CCOc1cc(NC(=S)NCc2ccco2)c(OCC)cc1NC(=O)CC	0.2	32	-1	0.9	-6	5	0.4	-9	0.8
CC(=O)C1=C(C)NC(C)=C(C(C)=O)C1c1ccc(-c2ccccc2Cl)o1	0.3	2	2	0.3	9	8	-0.1	-27	0.5
Cc1ccc(C(=O)N/N=C/C=C/c2ccccc2)o1	-0.6	-10	5	-0.4	-5	4	0.7	21	1.1
CC(C)CC(=O)N/C(N)=N/c1nc2ccccc2s1	-1.6	-55	-1	-0.3	-3	3	-0.1	42	-0.3
C=CCn1c(SCC(=O)Nc2ccccc2OC)nc(O)c(CC)c1=O	1.5	20	-3	0.6	-25	0	0.5	-9	0.0
CCn1c(=N)n(CC(O)c2ccco2)c2ccccc21 (centres undefined)	0.7	7	-3	0.7	-5	1	0.3	-8	-0.7

From PubChem BioAssay
